Screening results from PubChem.
tim23-1 inh – growth inhibitors of tim23-1 mutant yeast, primary screen, luminescence, uHTS | S. cerevisiae tim23-1 growth, BacTiter-Glo luminescence, 24 h | inhibition, % at 20 µM | 1.3% of 330,000 active | AID 463212, 2010;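 active means growth inhibition of the mutant yeast at or above 50%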;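 further: temperature-sensitive mutant grown at 25 °C; plate controls were DMSO-treated mutant yeast for no effect and medium wells lacking yeast for full effect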
TIM10 inh – growth inhibitors of isogenic TIM10 control yeast, primary screen, counter-screen for tim10-1 yeast inhibitor project, luminescence, uHTS; S. cerevisiae TIM10 strain growth, BacTiter-Glo luminescence, 24 h; inhibition, % at 10 µM; AID 463195, 2010; 1.4% of 330,000 active;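 active means inhibition of 40% or more at the single tested concentration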;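 further: wild-type TIM10 isogenic control strain grown at permissive 25 °C; 0% = DMSO yeast wells and 100% = minimal medium wells without yeast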
XBP1 UPR activ – activators of adaptive XBP1 UPR arm, primary screen, cell-based, CHO-XBP1 luciferase reporter, luminescence, uHTS | IRE1-XBP1 UPR activation; percent of tunicamycin response, DMSO as zero | activation, % at 20 µM | 0.33% of 330,000 active | AID 463104, 2010;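 active means versus positive control, 20 µM dose yields 30% or more activation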;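 further: 100% = tunicamycin at 10 µg/mL and 0% = DMSO only wells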
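incubation = overnight seeding at 37 °C, 6 h compound treatment at 37 °C | assay system = CHO-XBP1 cells stably carrying IRE1-XBP1-driven luciferase reporter | input = 1000 cells per well | detection = luciferase luminescence | dosing = single point, 20 µM final compound, 1% DMSO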
CHOP UPR activ – activators of apoptotic CHOP UPR arm, primary screen, cell-based, CHO-CHOP luciferase reporter, luminescence, uHTS | activation, % at 10 µM | UPR activation; percent of tunicamycin response over DMSO baseline | 0.34% of 330,000 active;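 active means at 10 µM dose, activation of 40% or more, normalized to positive control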;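 further: 100% = tunicamycin at 10 µg/mL and 0% = DMSO alone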
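Material: CHO-CHOP cells, stable luciferase reporter of PERK-eIF2a-CHOP signalling; quantity: 500 reporter cells seeded per well; buffer or medium: F12 medium containing 10% fetal bovine serum; compound: one dose, 10 µM in 0.5% DMSO; incubation: 6 h compound treatment, 37 °C; measured by: Steady-Glo luciferase luminescence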
APJ antag – antagonists of human apelin receptor APJ, primary screen, CHO-K1 cells, beta-arrestin complementation, luminescence; P35414; inhibition, % at 20 µM; 0.32% of 330,000 active;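 active means inhibition above about 40% at 20 µM, limit read from the data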;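 further: cells challenged with 10 nM apelin-13 agonist together with compound; plate controls were apelin-13 plus DMSO wells for no effect and DMSO wells lacking apelin-13 for full effect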
Target sequence (P35414 whole entry, looked up): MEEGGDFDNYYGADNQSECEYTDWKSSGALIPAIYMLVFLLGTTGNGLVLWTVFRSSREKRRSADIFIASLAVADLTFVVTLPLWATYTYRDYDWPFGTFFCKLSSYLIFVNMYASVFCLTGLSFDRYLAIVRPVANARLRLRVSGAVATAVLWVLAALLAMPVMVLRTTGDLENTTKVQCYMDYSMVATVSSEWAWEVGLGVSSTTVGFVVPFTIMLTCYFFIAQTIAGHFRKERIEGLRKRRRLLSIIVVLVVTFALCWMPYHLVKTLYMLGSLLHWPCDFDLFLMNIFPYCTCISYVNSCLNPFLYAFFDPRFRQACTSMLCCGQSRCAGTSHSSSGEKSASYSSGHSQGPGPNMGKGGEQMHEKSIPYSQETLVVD
APJ ag – agonists of human apelin receptor APJ, primary screen, CHO-K1 cells, PathHunter beta-arrestin, luminescence; AID 2520, 2010; P35414; 0.11% of 330,000 active; 0% DMSO wells, 100% apelin; activation, % at 20 µM;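 active means activation more than six SD over the plate average, tested at 20 µM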;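 further: 0% = DMSO alone and 100% = apelin-13 at 10 nM; some results filed as inactive read as strong as hits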
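Test system – PathHunter CHO-K1 APJ (AGTRL-1) beta-arrestin reporter cells · Input – 1000 cells/well · Compound – single test compound dose, 20 µM final, 1% DMSO · Times – compound stimulation 90 min at 25 °C, detection 60 min · Technique – beta-gal luminescence · Read-out basis – APJ–arrestin association signal · Control set – negative DMSO alone, positive Apelin-13 at 10 nM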
CXCR6 inh – CXCR6 receptor inhibitors, primary screen, cell-based, beta-arrestin, luminescence, CHO-K1 PathHunter, 1536-well; C-X-C chemokine receptor type 6 (Homo sapiens), O00574; inhibition, % at 20 µM; 0.36% of 360,000 active; AID 602244, 2012; in the data active means inhibition above about 34%, passing the limit was not always enough;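 further: antagonist mode with CXCL16 agonist at 10 nM final; 0% = 10 nM CXCL16 with DMSO and 100% = unstimulated wells without agonist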
Target sequence (O00574 whole entry, looked up): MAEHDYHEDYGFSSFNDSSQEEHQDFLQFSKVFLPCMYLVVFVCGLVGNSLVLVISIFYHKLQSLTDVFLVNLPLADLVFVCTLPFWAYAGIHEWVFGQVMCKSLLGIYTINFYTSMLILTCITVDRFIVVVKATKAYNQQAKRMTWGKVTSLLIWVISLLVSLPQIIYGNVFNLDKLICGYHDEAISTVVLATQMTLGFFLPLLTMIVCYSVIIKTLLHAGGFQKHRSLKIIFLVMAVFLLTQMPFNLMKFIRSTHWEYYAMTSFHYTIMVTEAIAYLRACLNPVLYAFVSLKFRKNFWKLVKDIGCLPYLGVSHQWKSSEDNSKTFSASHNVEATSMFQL
Mdm2-MdmX inh – inhibitors of human Mdm2-MdmX association, primary screen, cell-based, luminescence, split luciferase, SaOS-2, uHTS; Protein Mdm4 (Homo sapiens) + E3 ubiquitin-protein ligase Mdm2 (Homo sapiens), …; SaOS-2 split-luciferase Mdm2/MdmX complementation; inhibition, % at 8 µM; 3% of 330,000 active;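 active means inhibition of at least 50% at 8 µM in the primary screen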
tim10-1 inh – growth inhibitors of tim10-1 mutant yeast, primary screen, luminescence, uHTS | 2.2% of 330,000 active | inhibition, % at 20 µM | S. cerevisiae tim10-1 ts strain growth, BacTiter-Glo, 24 h | AID 463190, 2010;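 active means inhibition of at least 40%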;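 further: mutant grown at 25 °C; 0% = DMSO wells with yeast and 100% = wells holding no yeast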
Active calls of the source: *; x = not tested or not shown. Not all compounds are listed; count on the stated rates, not on these rows.

The line under a structure holds: tim23-1 inh	TIM10 inh	XBP1 UPR activ	CHOP UPR activ	APJ antag	APJ ag	CXCR6 inh	Mdm2-MdmX inh	tim10-1 inh
> CCc1ccccc1NC(=O)NCc1ccccn1
  -0.4	3.4	-2.5	0.8	21.0	-1.1	-9.2	6.8	-3.7
> O=C1NCCCC1C(=O)Nc1ccccn1 (stereo not drawn)
  0.9	1.9	-2.4	-1.4	-16.9	-3.4	-4.9	20.1	13.1
> O=C(c1ccc2c(=O)n(Cc3ccco3)c(=S)[nH]c2c1)N1CCN(c2ccccc2)CC1
  -19.4	-35.1	-4.1	-1.6	11.6	6.9	8.4	10.4	5.7
> O=C(Cc1cccs1)Nc1nc2c(ccc3ccccc32)s1
  1.4	1.8	-1.7	1.2	-52.2	-2.8	-14.8	22.8	9.6
> COc1cc(NC(=O)c2ccc(-c3cccc(F)c3)o2)ccc1NC(=O)c1ccccc1Cl
  26.2	13.5	-1.5	-0.2	3.2	-1.7	-7.2	21.0	2.7
> CCCOc1ccc(N2CC(C(=O)NCCc3ccc(OC)c(OC)c3)CC2=O)cc1 (stereo not drawn)
  14.7	0.7	3.8	-0.2	2.3	-2.7	-0.2	-1.5	9.7
> Cn1c(=O)c2c([nH]c(OCc3ccc(Cl)cc3Cl)[n+]2Cc2ccc(F)cc2)n(C)c1=O
  -6.1	16.5	25.7	4.9	-0.8	-0.5	-4.6	56.9*	17.3
> O=c1c2cccnc2n(-c2ccccc2)n1Cc1ccc(Cl)cc1
  2.2	2.6	-0.9	0.0	27.6	-4.8	5.3	4.7	5.5
> CCOC(=O)CCNC(=O)c1ccc2nc(C3CCCCC3)oc2c1
  11.8	-2.9	3.8	2.3	8.1	2.0	7.2	7.8	18.8
> C=CCSc1nnc(NC(=O)CCN2C(=O)C3CC=CCC3C2=O)s1 (stereo not drawn)
  17.7	1.5	-0.2	1.3	-5.0	-1.7	3.7	-15.0	-20.1
> CCCc1nc2nc(C)c(NS(=O)(=O)c3ccc(C4CCCCC4)cc3)c(=O)n2[nH]1
  3.0	6.0	6.1	0.6	7.6	-0.9	-1.9	23.1	-20.1
> CNC(=O)CSc1nc2cccnc2n1-c1ccc(F)cc1
  8.7	3.3	-4.5	0.3	-4.6	-0.2	4.8	20.7	6.8
> Cc1nc(C(=O)NNC(=O)c2ccc(C(F)(F)F)cc2)cs1
  -18.5	-8.9	-2.7	1.1	-13.5	6.8	-15.0	30.9	-25.2
> CN(C(=O)CSc1nc2ccccc2c(=O)n1-c1ccc(F)cc1)C1CCS(=O)(=O)C1 (stereo not drawn)
  7.6	1.3	0.8	-1.3	-3.8	-4.7	1.7	20.3	12.7
> Cc1ccc(C(=O)Cn2c(N3CCOCC3)nc3c2c(=O)n(C)c(=O)n3C)cc1
  1.5	-2.7	0.3	-0.1	10.4	-1.0	-3.2	11.0	-0.8
> O=C(COC(=O)c1ccc([N+](=O)[O-])cc1)Nc1ccc(Cl)cn1
  5.9	-5.4	-1.6	-0.3	3.6	9.9	5.5	1.3	3.9
> CCOC(=O)c1cc(-c2cc(OC)c(OC)c(OC)c2)nc2c1c(=O)[nH]c(=O)n2Cc1ccccc1
  9.1	13.3	14.7	6.9	54.7*	-6.3	27.5	57.3*	9.0
> COc1cccc(OC)c1C(=O)Nc1ccc2c(c1)CCCN2S(=O)(=O)c1ccc(C)cc1
  6.4	6.3	-3.1	0.5	-23.1	-2.4	9.2	21.9	15.1
> CC(=O)N1CC(C)Sc2ccc(S(=O)(=O)NC(C)c3ccccc3)cc21 (stereo not drawn)
  25.0	15.7	-1.6	3.6	-7.4	7.5	-11.7	9.3	21.2
> CC(CN1CCCCC1)OC(=O)COc1ccc(Br)cc1 (stereo not drawn)
  -5.3	-1.9	1.4	0.2	9.8	-1.6	-1.1	13.8	4.8
> CC(=O)c1ccc(S(=O)(=O)N2CCN(C(=O)CSc3ccc(C)c(C)c3)CC2)cc1
  8.4	5.0	5.4	1.5	-23.7	-0.3	-12.3	21.6	19.0
> OC(CN1CCN(c2ccc(C(F)(F)F)cn2)CC1)c1ccccc1 (stereo not drawn)
  -129.1	-55.2	2.5	1.1	3.7	-1.5	0.4	13.1	-83.2
> CC(=O)c1c(C)[nH]c(-c2ccccc2)c1C
  -6.7	-4.4	-1.0	1.9	14.4	1.2	-6.3	-3.7	-7.3
> Cc1nn(-c2ccccn2)c2c1C(c1ccccc1Cl)C1=C(N2)c2ccccc2C1=O (stereo not drawn)
  25.5	24.7	10.8	7.0	19.0	-2.4	25.9	-1.8	14.6
> Cc1nc2sc(C(=O)OC(C)C)c(N)c2c(C)c1C
  10.6	17.1	4.7	2.9	-3.5	-0.7	-0.6	-10.3	20.4
> O=C(COC(=O)c1cc(-c2ccncc2)nc2ccccc12)Nc1ccc2c(c1)OCO2
  16.1	-0.5	-2.6	-1.3	-1.4	-2.0	x	7.3	-3.0
> Cc1ccccc1CNC(=O)C1CCCN(c2nnc(C)c3c(C)n(-c4ccccc4)nc23)C1 (stereo not drawn)
  5.5	6.7	-2.4	0.4	8.3	-2.4	1.4	33.3	-11.2
> COc1ccc(C(CNC(=O)c2oc3ccc(OC)cc3c2C)N2CCCC2)cc1 (stereo not drawn)
  13.6	15.2	3.6	0.7	6.3	8.6	8.7	-15.0	25.4
> CCc1ccc(-c2cc(C(F)(F)F)n3nc(C(=O)Nc4c(C)nn(Cc5ccc(F)cc5)c4C)cc3n2)s1
  -15.0	-14.1	1.0	1.2	-0.4	-2.7	17.0	36.6	-26.5
> O=C(CSc1nnc(NC(=O)C2CC2)s1)Nc1ccc(F)cc1
  -1.6	-0.8	-2.4	-0.2	-12.6	-2.4	-5.3	-0.2	0.8

Marked active in APJ antag (from the list above):
SMILES | APJ antag | APJ ag | CXCR6 inh | Mdm2-MdmX inh
CCOC(=O)c1cc(-c2cc(OC)c(OC)c(OC)c2)nc2c1c(=O)[nH]c(=O)n2Cc1ccccc1 | 54.7* | -6.3 | 27.5 | 57.3*

Reprinted at random: 2 entries already listed.
The line under a structure holds: tim23-1 inh	TIM10 inh	XBP1 UPR activ	CHOP UPR activ	APJ antag	APJ ag	CXCR6 inh	Mdm2-MdmX inh	tim10-1 inh
> CCCc1nc2nc(C)c(NS(=O)(=O)c3ccc(C4CCCCC4)cc3)c(=O)n2[nH]1
  3.0	6.0	6.1	0.6	7.6	-0.9	-1.9	23.1	-20.1
> C=CCSc1nnc(NC(=O)CCN2C(=O)C3CC=CCC3C2=O)s1 (stereo not drawn)
  17.7	1.5	-0.2	1.3	-5.0	-1.7	3.7	-15.0	-20.1

Following part
The line under a structure holds: tim23-1 inh	TIM10 inh	XBP1 UPR activ	CHOP UPR activ	APJ antag	APJ ag	CXCR6 inh	Mdm2-MdmX inh	tim10-1 inh
> C=CCNc1nc(Cl)nc(Nc2ccc(OCC)cc2)n1
  17.4	18.9	1.9	1.1	-2.4	-2.4	1.9	-0.3	21.1
> NC(=O)CCN1CCN(S(=O)(=O)/C=C/c2ccccc2)CC1
  4.3	-5.4	-5.3	4.7	2.8	-1.8	1.5	20.1	-3.5
> CSc1ccccc1OCc1cc(C(=O)NCCN2CCCc3ccccc32)no1
  6.3	-11.7	-4.6	1.9	-10.8	4.6	3.2	-20.3	-7.7
> O=C(Cc1c(F)cccc1Cl)NCC1CCCO1 (stereo not drawn)
  -5.4	-4.5	1.3	-0.1	10.0	-1.2	-3.4	1.4	-8.4
> Cn1cc(C[C@H](NC(=O)OC(C)(C)C)C(=O)N[C@@H](CO)Cc2ccccc2)c2ccccc21
  8.0	-2.2	-0.8	1.3	27.9	5.9	-14.1	-4.5	1.6
> CCCc1c(C(=O)N2CCN(c3ccccc3OC)CC2)cnn1-c1ccccc1
  13.7	4.4	-2.1	1.9	3.8	-4.4	0.1	16.4	7.5
> O=C1N(Cc2ccccc2)CCCC12CCCN(Cc1ccccc1)C2=O
  18.5	21.9	0.2	0.2	10.5	-0.8	7.7	17.4	14.5
> O=C(O)c1ccccc1NC(=O)C1CCCO1 (stereo not drawn)
  8.7	7.0	-1.2	0.3	-10.4	1.8	-4.8	3.4	0.9
> Oc1ccc(Cl)cc1CNCc1ccc(Cl)cc1
  60.2*	10.3	5.4	3.5	17.7	-0.9	-1.9	24.6	17.4
> CCC1CCCCN1CCCNS(=O)(=O)c1ccc2c(c1)oc(=O)n2C (stereo not drawn)
  -9.0	-1.2	-0.6	4.2	12.4	-3.5	2.8	22.3	-10.6
> COc1ccc(CN(C)S(=O)(=O)c2nnc(NC(=O)c3ccc(C)cc3)s2)cc1OC
  10.9	0.7	-4.5	3.1	9.5	3.0	-2.7	2.2	1.3
> Cc1ccc(CNS(=O)(=O)c2c(C(=O)N3CCCCCC3)c(C)n(C)c2C)cc1
  20.2	20.9	-3.3	0.1	6.1	7.8	1.4	30.3	18.8
> Cc1cc(=O)oc2cc(OCCC[n+]3ccccc3)ccc12
  -5.6	0.4	0.7	10.6	17.2	1.1	-4.0	-31.0	9.9
> CO/N=C(/CNC(=O)c1ccc(Cl)cc1Cl)c1ccc(Cl)cc1
  -7.3	-31.3	-3.1	0.9	9.2	-3.0	5.7	17.3	2.5
> O=C(Nc1nnc(C2CC2)s1)c1cccc(S(=O)(=O)N2CC(c3ccccc3)CC2=O)c1 (stereo not drawn)
  3.8	2.5	1.6	-0.4	11.4	-3.4	4.9	4.4	0.4
> COc1ccc(C(=O)Nc2ccc(S(=O)(=O)Nc3onc(C)c3C)cc2)cc1OC
  0.5	-1.3	-2.6	-1.1	10.9	1.7	11.0	5.6	-18.2
> Cc1cc(Sc2nc(N(C)C)nc(N(C)C)n2)nc(Cl)n1
  11.4	-4.2	0.8	3.3	1.2	-3.4	-9.8	-3.2	12.1
> O=C(OCCCOC(=O)c1cc[n+]([O-])cc1)c1cc[n+]([O-])cc1
  -7.2	-4.7	-5.5	-0.2	-9.5	5.7	-2.5	13.1	-21.9
> COc1cccc(NC(=O)c2cccc(C)c2[N+](=O)[O-])c1
  24.5	9.3	-0.7	5.5	15.5	-3.2	-11.6	8.8	29.7
> Cc1ccsc1/C=C1\Oc2cc(OCC(=O)c3ccccc3)ccc2C1=O
  15.3	17.1	0.4	2.9	4.7	-2.8	-0.6	-9.5	19.7
> O=C(CCCn1c(=S)[nH]c2ccc(Br)cc2c1=O)N1CCN(c2ccccn2)CC1
  22.4	26.6	-1.1	-0.7	20.1	-1.9	-0.6	-2.4	-1.4
> CCCCn1c(SCC(=O)Nc2cc(C(F)(F)F)ccc2Cl)nnc1C(CC)N(C)C (stereo not drawn)
  25.6	24.4	-0.7	5.5	12.2	3.4	-10.9	2.3	34.2
> N#CCc1ccc(OC(=O)c2cnccc2C(F)(F)F)cc1
  1.3	5.0	0.2	-1.4	7.1	-2.8	-21.1	13.8	5.9
